# GPR55 beta-arrestin: GPR55 agonists via beta-arrestin recruitment, primary screen, imaging, U2OS cells, beta-arrestin-GFP redistribution (AID 1961). G-protein coupled receptor 55 (Homo sapiens). U2OS GPR55 beta-arrestin-GFP redistribution imaging; higher % means a stronger effect. activation, % at 10 µM, or EC50 in µM where a hit was titrated. 290,000 compounds, 0.048% hits;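 active means activation above 40% with more than 50 cells counted in the well; inconclusive means wells holding fewer than 50 cells, flagged as toxic or sparse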;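 further: U2OS osteosarcoma cells stably expressing GPR55 and beta-arrestin-GFP; plate controls were DMSO negative control for no effect and LPI positive control for full effect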
# NTR1 ag: agonists of NTR1, primary screen, imaging, U2OS cells, beta-arrestin-GFP, high content (AID 493036); Neurotensin receptor type 1 (Homo sapiens), P30989; NTR1-U2OS beta-arrestin-GFP spot imaging, agonist mode; activation, % at 20 µM; 330,000 compounds, 0.17% hits;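 active means activation at or above 40% of the spot to cytoplasm intensity ratio, with at least 20 cells analyzed; inconclusive means wells under 20 cells, flagged as cytotoxic or low count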;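 further: 0% = DMSO without peptide and 100% = 100 nM NTR1 peptide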
# Target sequence (P30989 whole entry, looked up): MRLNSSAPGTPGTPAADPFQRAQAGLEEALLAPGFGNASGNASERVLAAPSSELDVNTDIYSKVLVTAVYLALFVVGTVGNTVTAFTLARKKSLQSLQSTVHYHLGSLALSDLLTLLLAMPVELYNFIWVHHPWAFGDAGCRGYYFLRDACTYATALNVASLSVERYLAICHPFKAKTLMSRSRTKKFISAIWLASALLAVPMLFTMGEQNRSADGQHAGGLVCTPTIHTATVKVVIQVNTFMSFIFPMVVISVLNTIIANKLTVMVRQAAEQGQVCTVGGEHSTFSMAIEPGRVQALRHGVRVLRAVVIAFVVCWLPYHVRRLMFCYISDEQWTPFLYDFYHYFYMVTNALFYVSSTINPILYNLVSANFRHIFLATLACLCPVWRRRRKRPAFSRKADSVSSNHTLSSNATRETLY
# HIV peptide binding: inhibitors of HIV fusion peptide binding, primary screen, biochemical, uHTS, fluorescence dequenching (AID 1986); 290,000 compounds, 0.3% hits; cell-free peptide binding, fluorescence dequenching, 30 min; higher % means a stronger effect; inhibition, % at 20 µM, or IC50 in µM where a hit was titrated; in the data active means inhibition mostly above about 52%, no sharp cut-off; inactive means mostly below about 76%; further: some results filed as inactive read as strong as hits
# SIAH1 antagonists: Siah-1 peptide-binding antagonists, primary screen, biochemical, fluorescence polarization, rhodamine-plectin, uHTS (AID 1817). E3 ubiquitin-protein ligase SIAH1 (Homo sapiens). Siah-1 / rhodamine-plectin peptide fluorescence polarization; higher % means a stronger effect. one-dose displacement, % at 20 µM; IC50 in µM for titrated hits. 290,000 compounds, 0.02% hits;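 active means displacement of at least 50% at 20 µM, with a fluorescence ratio check between 0.3 and a set limit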;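 further: plate controls were Siah plus tracer with DMSO for no effect and tracer alone without Siah for full effect; strong numbers were not always called active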
# UTI89 phage lysis: inhibition of K1F phage lysis, E. coli UTI89, bacterial capsule biogenesis inhibitors, alamar blue (AID 488966); inhibition, % at 100 µM; hits with a dose series show IC50 in µM; 340,000 compounds, 0.02% hits; E. coli UTI89 K1F phage lysis, alamar blue, 2 h; higher % means a stronger effect;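 active means phage lysis inhibition, versus mean bacterial control, above a set limit; inconclusive means no clear call, values can overlap the other calls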;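 further: capsule biogenesis inhibitors block K1F phage lysis so surviving cells raise fluorescence; higher fluorescence means more inhibition of phage lysis; actives were called in the ten point dose series up to 300 µM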
# AID2073: inhibitors of Mint1-CaV2.2 protein interaction, biochemical, HTRF (AID 2073); Voltage-dependent N-type calcium channel subunit alpha-1B (Homo sapiens); HTRF protein-protein interaction, Mint1-CaV2.2; higher % means a stronger effect; inhibition, % at 20 µM; hits with a dose series show IC50 in µM; 290,000 compounds, 0.19% hits; in the data active means inhibition mostly above about 51%, no sharp cut-off; inconclusive means no clear call, values can overlap the other calls; inactive means mostly below about 53%; further: some results filed as inactive read as strong as hits
# GPR35 arrestin U2OS: GPR35 antagonists blocking zaprinast-driven arrestin recruitment, primary screen, imaging, U2OS, beta-arrestin-GFP, zaprinast agonist (AID 2058). U2OS GPR35 beta-arrestin-GFP translocation imaging, zaprinast antagonism; higher % means a stronger effect. inhibition, % at 10 µM; hits with a dose series show IC50 in µM. 290,000 compounds, 0.052% hits;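 active means inhibition of at least 50% with at least 30 cells and total cytoplasm GFP at most 10,000,000; inconclusive means under 30 cells or total GFP of 10,000,000 plus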
# GPR55 LPI antagonism: GPR55 antagonists blocking LPI-driven arrestin recruitment, primary screen, imaging, U2OS, beta-arrestin-GFP, LPI agonist (AID 2013). U2OS GPR55 beta-arrestin-GFP translocation imaging, LPI antagonism; higher % means a stronger effect. inhibition, % at 10 µM, or IC50 in µM where a hit was titrated. 290,000 compounds, 0.13% hits;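 active means spots per cell inhibited over 60%, with over 100 cells counted and total cytoplasm intensity under 500,000; inconclusive means wells with under 100 cells, flagged as likely toxic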;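 further: U2OS cells stably carrying GPR55 and arrestin-GFP stimulated by 5 µM LPI near EC80; imaged beta-arrestin-GFP aggregate spots per cell after agonist stimulation; plate controls were LPI-stimulated DMSO wells for no effect and DMSO wells without LPI for full effect; some results filed as inactive read as strong as hits; confirmed hits need IC50 under 10 µM and bright autofluorescent wells are also inconclusive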
# NS5 inhibitors: Dengue-2 NS5 methyltransferase inhibitors, primary screen, biochemical, confirmation dose response (AID 588689); inhibition, % at 25 µM, or IC50 in µM where a hit was titrated; Genome polyprotein (Dengue virus type 2 (strain 16681-PDK53)); 340,000 compounds, 0.3% hits; Dengue-2 NS5 methyltransferase capping enzyme assay, biochemical; higher % means a stronger effect; in the data active means a potency from the dose series; inconclusive means inhibition above about 29% without an active follow-up result
# NTR1 ag cell count 20 µM: recorded beside NTR1 ag, whose call it bears; cell count; measured here: cell count, cytotoxicity flag
# NS5 inhibitors pilot replicate: recorded beside NS5 inhibitors, whose call it bears; inhibition, %; measured here: pilot screen replicate inhibition
# * marks the source's active call; other numbers are inactive results; ? = inconclusive; . = not tested or not shown; [ ] = another dose, or the depositor's remark.
SMILES,GPR55 beta-arrestin,NTR1 ag,NTR1 ag cell count 20 µM,HIV peptide binding,SIAH1 antagonists,UTI89 phage lysis,AID2073,GPR35 arrestin U2OS,GPR55 LPI antagonism,NS5 inhibitors,others
O=C(Cn1cnc2ccccc21)Nc1cc(C(F)(F)F)ccc1N1CCOCC1,-0.3%,-2.7,28,0.6%,2%,-0.8%,3%,-12%,-7%,-10%,
CC(C)CN1CCC(=O)N(CCN=[N+]=[N-])CC1,0.4%,1.3,83,-1.2%,-2%,-0.7%,3%,6%,7%,7%,
CCOc1cc(N2CCOCC2)c(OCC)cc1NC(=O)C(C)(C)C,0.2%,1.1,66,-1.9%,6%,0.1%,-5%,-10%,2%,3%,
C=CCNC(=O)Nc1ccc(Cl)cn1,-0.1%,-2.3,103,2.5%,4%,-0.1%,-8%,-10%,15%,-2%,
CCC/C(O)=C1\C(=O)CC(C)(C)CC1=Nc1ccc(OC)cc1OC,-0.2%,0.5,46,-1.5%,1%,8.7%,?,4%,-13%,-1%,
O=C(O)CSc1ccc2ccccc2n1,-0.2%,0.0,47,-2.5%,10%,-2.6%,32%,6%,9%,-3%,
Cc1cc(C)c[n+](C[n+]2cc(C)cc(C)c2)c1,-0.2%,1.4,55,-1.1%,-5%,3.4%,6%,-6%,2%,-4%,
O=C(C1CCN(S(=O)(=O)c2cccs2)CC1)N1CCCCCC1,0.2%,-1.1,56,-1.9%,-8%,5.0%,-1%,-10%,-1%,-12%,
COc1ccc(OCC(=O)N2CCN(c3cccc(Cl)c3)CC2)cc1,-0.1%,-3.7,75,-2.2%,-2%,2.0%,-9%,-19%,-10%,-4%,
Cc1ccc(S(=O)(=O)Nc2nsc(N)n2)cc1,-0.3%,2.9,76,-1.1%,-5%,0.5%,22%,16%,5%,-18%,NS5 inhibitors pilot replicate=27
Cc1nc2ccccn2c1C(=O)NN=C1C2CC3CC(C2)CC1C3,0.2%,2.8,59,-0.1%,6%,1.0%,2%,18%,3%,1%,
Clc1ccc(C(c2nnnn2CCc2ccccc2)N2CCSCC2)cc1 (stereo unspecified),0.2%,3.9,81,-1.8%,0%,-0.1%,9%,2%,22%,-1%,
Nc1c(C(=O)N2CCOCC2)sc(=S)n1-c1ccccc1,-0.1%,1.7,84,-1.8%,-2%,1.8%,-14%,-3%,8%,-10%,NS5 inhibitors pilot replicate=2.4
O=C(CSc1ccc(-c2cccnc2)nn1)N1CCCCC1,0.3%,-1.7,49,-1.1%,-2%,-0.1%,5%,4%,2%,-5%,
O=C(CNc1cc(S(=O)(=O)N2CCOCC2)ccc1N1CCCC1)NCc1ccco1,-0.2%,0.6,46,-0.4%,-6%,0.3%,-1%,-9%,2%,0%,
O=C(CSc1nnc2sc3ccccc3n12)NCc1ccco1,-0.1%,-0.5,89,0.4%,-4%,7.1%,-7%,14%,8%,-3%,
CCCCC(=O)Nc1ccccc1N1CCN(c2ccccc2)CC1,-0.6%,6.1,39,2.4%,2%,0.0%,-13%,22%,10%,-12%,
CC1SCC(=NOCc2c(Cl)cccc2Cl)CS1 (stereo unspecified),0.3%,1.0,44,-0.3%,10%,1.3%,-3%,-10%,0%,-10%,
O=C(NCc1ccc2c(c1)OCO2)c1cc(-c2cc(Cl)ccc2O)n[nH]1,-0.1%,5.1,50,-3.0%,8%,0.1%,12%,6%,21%,-4%,
CCOc1ccccc1NC(=O)c1ccccc1-c1nc(-c2ccccc2OC)no1,-0.2%,2.5,36,2.6%,4%,0.7%,22%,-2%,27%,-4%,
Fc1ccc(NC(=S)NNc2ncc(C(F)(F)F)cc2Cl)c(F)c1,0.1%,1.1,41,-1.7%,0%,-1.2%,1%,-28%,-1%,2%,
COc1ccc(C(=O)C(CO)Oc2ccccc2OC)cc1OC (stereo unspecified),-0.1%,0.2,57,35%,0%,0.5%[50 µM],2%,13%,-3%,-2%,
O=C(CC(c1ccccc1)c1cc(Cl)ccc1O)N1CCCC1 (stereo unspecified),-0.1%,2.4,46,-0.4%,-4%,-1.4%[50 µM],-4%,4%,10%,2%,
COc1ccc(S(=O)(=O)NC(CC(=O)NCCc2ccc(OC)c(OC)c2)c2ccco2)cc1 (stereo unspecified),-0.3%,-0.7,60,1.2%,12%,0.1%,-5%,-14%,23%,0%,
CCCCn1c(SCC(=O)N2CCOCC2)nc2c1c(=O)n(C)c(=O)n2C,0.2%,-0.8,49,-0.8%,15%,0.1%,13%,13%,5%,-1%,
Cn1/c(=N\NC(=O)C2CCCCC2)sc2ccccc21,0.5%,1.9,44,-0.3%,7%,-0.4%,-4%,-10%,8%,6%,
O=C(N[C@@H](Cc1ccccc1)C(=O)N1CCC2(CC1)NCCc1[nH]cnc12)c1cccc(Br)c1,-0.2%,1.3,54,0.9%,4%,5.7%,9%,5%,6%,-9%,
N#CCCN1CCN(C(=O)c2c(N)no[n+]2[O-])CC1,-0.5%,-2.5,52,-0.9%,1%,0.4%,-9%,-2%,-10%,-1%,
O=C(CCN1C(=O)C2C3C=CC(C3)C2C1=O)Nc1c(F)cccc1F (stereo unspecified),-0.1%,-0.4,61,-1.5%,-2%,0.8%[50 µM],-4%,8%,14%,.,
CCCc1cc(=O)[nH]c(SCC(=O)N2CCC(C(=O)OCC)CC2)n1,-0.1%,-2.3,70,-0.3%,-2%,0.7%,-16%,17%,34%,2%,

# Of the compounds above, these contain a furan ring, fused or not.
SMILES,GPR55 beta-arrestin,NTR1 ag,NTR1 ag cell count 20 µM,HIV peptide binding,SIAH1 antagonists,UTI89 phage lysis,AID2073,GPR35 arrestin U2OS,GPR55 LPI antagonism,NS5 inhibitors,others
O=C(CNc1cc(S(=O)(=O)N2CCOCC2)ccc1N1CCCC1)NCc1ccco1,-0.2%,0.6,46,-0.4%,-6%,0.3%,-1%,-9%,2%,0%,
O=C(CSc1nnc2sc3ccccc3n12)NCc1ccco1,-0.1%,-0.5,89,0.4%,-4%,7.1%,-7%,14%,8%,-3%,
COc1ccc(S(=O)(=O)NC(CC(=O)NCCc2ccc(OC)c(OC)c2)c2ccco2)cc1 (stereo unspecified),-0.3%,-0.7,60,1.2%,12%,0.1%,-5%,-14%,23%,0%,

# The listing picks up; the four compounds before the break are reprinted first.
SMILES,GPR55 beta-arrestin,NTR1 ag,NTR1 ag cell count 20 µM,HIV peptide binding,SIAH1 antagonists,UTI89 phage lysis,AID2073,GPR35 arrestin U2OS,GPR55 LPI antagonism,NS5 inhibitors,others
O=C(N[C@@H](Cc1ccccc1)C(=O)N1CCC2(CC1)NCCc1[nH]cnc12)c1cccc(Br)c1,-0.2%,1.3,54,0.9%,4%,5.7%,9%,5%,6%,-9%,
N#CCCN1CCN(C(=O)c2c(N)no[n+]2[O-])CC1,-0.5%,-2.5,52,-0.9%,1%,0.4%,-9%,-2%,-10%,-1%,
O=C(CCN1C(=O)C2C3C=CC(C3)C2C1=O)Nc1c(F)cccc1F (stereo unspecified),-0.1%,-0.4,61,-1.5%,-2%,0.8%[50 µM],-4%,8%,14%,.,
CCCc1cc(=O)[nH]c(SCC(=O)N2CCC(C(=O)OCC)CC2)n1,-0.1%,-2.3,70,-0.3%,-2%,0.7%,-16%,17%,34%,2%,
CCOC(=O)N1CCN(S(=O)(=O)c2ccc(Br)s2)CC1,-0.1%,2.9,58,-1.4%,7%,-0.6%[50 µM],-2%,-4%,10%,-1%,
CCc1ccc(-n2c(SCC(=O)Nc3ccc(C(=O)O)cc3)nnc2-c2ccncc2)cc1,0.6%,2.6,60,2.3%,4%,.,26%,-14%,12%,.,
NC(=O)c1sc(=S)n2c1[nH]c(=O)c1sccc12,0.1%,2.3,65,2.3%,0%,-0.1%,52%*,-5%,0%,-5%,
COc1cccc2c1Oc1ncccc1N(C(=O)CCC(=O)NCc1ccc(F)cc1)C2,-0.1%,1.7,58,-0.4%,-6%,0.2%,3%,16%,-1%,-2%,
CCC(C)(C)n1nnnc1CN(Cc1cc2cc(OC)c(OC)cc2[nH]c1=O)C1CCCC1,-0.1%,0.5,42,3.3%,3%,0.1%,45%,21%,4%,8%,
CCOC(=O)Cc1csc(NC(=O)/C=C/c2cccc(Br)c2)n1,-0.6%,7.0,61,-0.4%,0%,0.6%,7%,-4%,0%,-8%,
O=C1CSC(c2c(F)cccc2Cl)N1c1cccc(F)c1 (stereo unspecified),0.1%,-0.9,87,-2.0%,1%,0.1%,0%,-6%,5%,-6%,
COc1cccc(C(=O)N2CCn3c2nc2ccccc23)c1,-0.1%,2.4,54,-0.4%,-3%,0.4%,-5%,15%,-7%,4%,
COC(=O)c1cc(NC(=O)C2CC=CCC2C(=O)O)cc(C(=O)OC)c1 (stereo unspecified),0.2%,-1.3,65,1.4%,6%,1.6%,5%,-14%,11%,-2%,
CCOC(=O)c1nc[nH]c1C,0.3%,1.3,55,-2.5%,-2%,-0.2%,1%,-17%,-5%,-5%,
O=c1oc2ccccc2cc1NCc1ccccc1O,-0.1%,-1.2,60,-0.3%,-6%,-4.0%,5%,16%,1%,2%,
COC(=O)C1=C(C)N(c2ccc(Cl)c(Cl)c2)C(=O)C1,-0.5%,7.7,60,9.7%,-1%,0.6%,24%,1%,3%,-11%,
COc1ccc(C(=O)COC(=O)CN2C(=O)NC(C)(C)C2=O)cc1OC,-0.3%,-5.4,93,-0.6%,-3%,-0.8%,-8%,20%,10%,4%,NS5 inhibitors pilot replicate=-0.3
COc1ccc(C(=S)Nc2ccc(C)cc2)cc1,-0.1%,-0.1,59,-1.3%,0%,0.0%,-36%,19%,19%,-3%,
O=S(=O)(Nc1cccc2ccccc12)c1ccccc1,-0.2%,0.3,48,0.6%,-6%,0.3%,12%,7%,4%,4%,
COc1c(Br)cc(Br)cc1C(=O)O,-0.1%,0.0,90,0.5%,-2%,0.0%,2%,-1%,-4%,-12%,

# Screening results: PubChem BioAssay, several laboratories
